KB-3-1 cytotox: kills parental KB-3-1 adenocarcinoma cells. hit rate 1.4% among 400,000. Potency, µM (titrated, usually from 46.1 µM), for inactives: at the highest dose activity change, negative = cytotoxic, hits mostly cytotoxic. KB-3-1 viability, CellTiter-Glo ATP luminescence, 72 h; further: on the % scale 0 is the no-effect control and ±100 the full control effect; nearly all actives have a fitted effect of over 60% in size
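Screening of KB-3-1 cells (DMEM, 10% FBS, phenol-red free) ran from lowest to highest compound concentration; after 72 h at 37 °C viability was read luminescently and curves fitted.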
HEK293 tox: cytotoxic in the GLP-1 receptor inverse agonist counter-screen; HEK293 cAMP-luciferase reporter cells, luminescence, 24 h; Potency, µM (doses to about 38.3 µM), for the others: top-dose activity change, negative = inhibition, hits mostly inhibitors; hit rate 0.13% among 410,000; AID 624418;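 further: loss of luciferase light is scored as toxicity; on the % scale 0 is the no-effect control and ±100 the full control effect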
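A 23 nL compound transfer followed 12 hours of cell culture at 37 deg C; exposure then lasted 24 hr. Luciferase assay detection reagent was dispensed and plates read for luminescence after a 12 min room-temperature wait.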
KB-V1 MDR tox: KB-V1 MDR subline cytotoxicity. KB-V1 MDR cells viability, CellTiter-Glo, 72 h. Potency, µM (series often up to 46.1 µM), inactives show top-dose activity change, negative = cytotoxicity, most hits filed as cytotoxic. hit rate 3.4% among 400,000; further: on the % scale 0 is the no-effect control and ±100 the full control effect; nearly all actives have a fitted effect of over 60% in size
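KB-V1 MDR subline cells in DMEM (phenol-red free, 10% FBS) exposed to compounds in qHTS concentration series for 72 h at 37 degrees C. Viability read by CellTiter-Glo luminescence; concentration-effect curves fitted after normalization and correction.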
TDP-43 yeast inh: inhibitors of TDP-43 toxicity in yeast; TDP-43 expressing yeast growth rescue, BacTiter-Glo, 24 h; Potency, µM (doses to about 46.1 µM), inactives show at the highest dose growth rescue (activation), hits mostly activators; hit rate 1.8% among 410,000; AID 652104; further: % of control where 0% means no effect; nearly all actives have a fitted effect of over 50% in size
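Cell-based yeast growth screen: TDP-43 expression induced in galactose, inoculum OD600=0.02 after raffinose pregrowth to mid-log. Read-out BacTiter-Glo luminescence at 24 hr, 30 deg C; inhibition of toxicity seen as signal increase.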
GLP1R inv ag: GLP-1 receptor (human) inverse agonism; P43220; HEK293 GLP-1R CRE-luciferase, luminescence, 24 h; GLP-1R form is constitutively active; Potency, µM (highest dose often 38.3 µM), without a hit: at the highest dose activity change, negative = inhibition, usual class: inhibitors; hit rate 1.6% among 410,000; AID 624417; further: on the % scale 0 is the no-effect control and ±100 the full control effect; nearly all actives have a fitted effect of over 55% in size
Target sequence (P43220 whole entry, looked up): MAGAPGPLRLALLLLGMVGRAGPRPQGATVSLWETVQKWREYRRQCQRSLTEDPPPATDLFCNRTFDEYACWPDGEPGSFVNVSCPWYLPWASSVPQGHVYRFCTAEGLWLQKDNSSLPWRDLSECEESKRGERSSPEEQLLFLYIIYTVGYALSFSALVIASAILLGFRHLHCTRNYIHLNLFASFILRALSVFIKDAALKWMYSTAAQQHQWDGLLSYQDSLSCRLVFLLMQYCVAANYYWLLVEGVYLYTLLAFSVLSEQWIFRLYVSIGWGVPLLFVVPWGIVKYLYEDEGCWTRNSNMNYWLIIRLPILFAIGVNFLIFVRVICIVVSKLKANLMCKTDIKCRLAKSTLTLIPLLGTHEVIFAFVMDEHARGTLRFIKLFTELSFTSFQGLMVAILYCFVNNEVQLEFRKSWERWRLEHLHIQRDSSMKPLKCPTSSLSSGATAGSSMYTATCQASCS
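Inverse agonists were sought by their lowering of basal cAMP reporter luciferase output in HEK293 cells stably carrying constitutively active human GLP-1R, after 24 h compound treatment.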
GLP-1R agonist: agonists of human GLP-1 receptor | Potency, µM (highest dose often 45.6 µM), for the others: at the top dose activation, most hits filed as activators | HEK293 GLP-1R CRE-luciferase, luminescence, 4-6 h; cells express a hypersensitive GLP-1R form | P43220 | hit rate 0.007% among 380,000; further: % of control where 0% means no effect
SW480 rereplic: DNA re-replication induction in SW480 cells. SW480 DNA re-replication, Hoechst DNA content imaging, 48 h. AID 624297. Potency, µM (doses to about 46.1 µM), without a hit: at the top dose re-replication activation, usual class: activators. hit rate 1.8% among 340,000; further: % of control where 0% means no effect; nearly all actives have a fitted effect of over 55% in size
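Readout is total intensity of Hoechst-stained nuclei, excited at 405 nm and collected at 500-530 nm. Compound treatment lasted 48 hr at 37 C in 5% CO2 before staining.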
HT1080NT lethal: kills 2HG-producing HT-1080-NT fibrosarcoma cells; HT-1080-NT fibrosarcoma viability, CellTiter-Glo ATP luminescence, 48 h; Potency, µM (titrated, usually from 46.1 µM), for the others: at the top dose activity, negative = less viability, most hits filed as cytotoxic; hit rate 1.6% among 360,000; AID 686970;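 further: NT is the 2HG producing partner of a matched IDH1 knockdown line; 0% = DMSO-treated cells and -100% = media-only wells without cells; nearly all actives have a fitted effect of over 55% in size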
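Read-out is CellTiter-Glo luminescence after 10 minutes at room temperature, following 48 hours' compound treatment of HT-1080-NT cells (750 cells/well, RPMI, 5% FBS, 37 degrees C).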
HT1080 IDH1KD tx: kills HT-1080 cells with IDH1 knockdown; Potency, µM (series often up to 46.1 µM), for the others: at the top dose activity, negative = toxicity, most hits filed as cytotoxic; hit rate 2% among 360,000; HT-1080 IDH1 knockdown viability, ATP luminescence, 48 h;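 further: 0% = DMSO wells and -100% = cell-free medium wells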
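Assay cells: HT-1080 with IDH1 knockdown, 750 per well, RPMI/5% FBS. Exposure: 48 h at 37 °C following 2 h pre-incubation. Read: CellTiter-Glo luminescence; fitted concentration-response, curve class assigned.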
Active calls of the source: *; ? = inconclusive; . = not tested or not shown; & = joins results of further samples; ! = not confirmed by another sample; [ ] = remark or other dose. The call rests on the fitted dose curve; in most records, active means well fitted curve in the direction sought with a large enough effect; inconclusive means small, poorly fitted or top-dose-only effect, or another doubt; inactive means no such curve, though single readings can be large; an effect the other way counts as inactive or inconclusive. Potency means the concentration at half of the fitted maximal effect.

Each structure is followed by: KB-3-1 cytotox	HT1080NT lethal	TDP-43 yeast inh	HT1080 IDH1KD tx	SW480 rereplic	KB-V1 MDR tox	HEK293 tox	GLP-1R agonist	GLP1R inv ag
1) COC(=O)c1ccccc1NC(=O)Cn1cnc2sc(C)c(S(=O)(=O)N3CCC(C)CC3)c2c1=O
  -2.9%	.	11.1%	.	.	13.4%	0.0%	.	3.7%
2) O=C(CSc1nn(-c2ccc(F)cc2)c(=S)s1)NCC1CCCO1 (centres undefined)
  -1.7%	-0.8%	-7.9%	-10.8%	-77.3%[inhibitor]	-22.6%	-7.8%	3.2%	-3.6%
3) CC(C)NCC(O)COCc1ccc(Cl)cc1 (centres undefined)
  9.8%	0.2%	-17.7%	5.1%	-6.4%	18.0%	-10.5%	-2.3%	0.0%
4) Cc1nc(NCCC(C)C)c2nnn(Cc3ccccc3)c2n1
  -1.1%	-5.5%	6.5%	8.5%	?	-2.4%	7.9%	-1.6%	0.6%
5) CC(C)OCCCNC(=O)Cc1ccc(NC(=O)N2CCCCc3ccccc32)cc1
  -1.4%	.	19.7%	.	.	4.2%	-2.3%	.	-11.0%
6) CCCCN(C)C(=O)c1nc2ccccn2c1CNC1CCC1
  ?	4.5%	-4.9%	5.6%	-9.1%	0.0%	0.2%	16.7%	-18.0%
7) O=C1NCCN(Cc2ccc(-c3ccccc3)cc2)C1CC(=O)N1CCN(CCO)CC1 (centres undefined)
  11.2%	-0.1%	-1.5%	8.5%	-2.3%	17.6%	238.4%[activator]	9.8%	9.1%
8) Cn1c(=O)c2c(nc(CN3CCN(C(=O)c4ccco4)CC3)n2Cc2ccc(F)cc2)n(C)c1=O
  0.1%	0.7%	8.7%	11.0%	0.8%	-11.7%	7.1%	1.8%	6.1%
9) COCCNc1ncnc2c1ncn2[C@H]1CN(CCc2ccccc2)C[C@@H](CO)O1
  0.0%	?	15.5%	14.2%	.	6.4%	0.5%	-0.8%	29.2%
10) COc1ccc(CNc2nc3c(c(=O)n(Cc4ccc(F)cc4)c(=O)n3C)n2C)cc1
  ?	1.5%	?	0.1%	4.0%	-9.5%	-17.6%	10.2%	?
11) CCC1(CC)Cc2ccccc2C(=C(C#N)C#N)N1
  3.2%	0.1%	16.1%	3.9%	-2.5%	-0.2%	-6.5%	0.4%	5.8%
12) COc1ccc(OC)c(NC(=O)Cn2cc(C#N)c3cc(Br)ccc32)c1
  -17.5%	-15.4%	-16.1%	-17.5%	7.4%	-7.9%	-15.0%	-10.5%	?
13) CC(/C=N\NC(=O)CN1CCN(S(=O)(=O)c2ccc(C)cc2)CC1)=C\c1ccccc1
  -5.7%	-19.6%	14.3%	-19.4%	.	?	-18.5%	-1.0%	?
14) COc1ccc2c(C)cc3nncn3c2c1
  -1.9%	-14.8%	-7.8%[9.22 µM]	-12.1%	0.6%	2.2%	0.4%	4.5%	40.3%[activator]
15) CCCCN(C)c1c(C)nc2ccc(C(=O)NCc3ccc4c(c3)OCO4)cn12
  1.8%	-17.0%	16.6%	-5.1%	.	?	-6.4%	15.1%	?
16) O=C(O)C1CCN(c2nc(-c3ccccc3)c3cc(Br)ccc3n2)CC1
  -16.4%	-17.8%	-50.1%[inhibitor]	-0.7%	0.5%	18.7%	78.5%[activator]	5.8%	-5.4%
17) COc1ccc(NC(=O)CN2CCC(NC(=O)c3ccco3)CC2)c([N+](=O)[O-])c1
  -6.5%	4.7%	-13.6%	-5.7%	-7.1%	?	-11.0%	18.2%	50.4%[activator]
18) COc1ccc(N2CCN(C(=O)CN3C(=O)NC4(CCCc5ccccc54)C3=O)CC2)cc1 (centres undefined)
  -3.3%	-4.5%	-25.0%	-13.5%	-36.9%	2.5%	4.4%	5.9%	?
19) CCCNC(=O)CCC(=O)N1Cc2ccccc2Oc2ncccc21
  -5.4%	.	7.1%[9.22 µM]	.	.	11.9%	-3.5%	.	13.4%
20) COCCN(C(=O)COc1ccccc1)c1nnc(-c2cccnc2)s1
  -2.1%	0.2%	-1.2%	2.1%	-1.6%	5.2%	-2.0%	-1.4%	20.9%

Look-ups from above:
no. 13 in KB-3-1 cytotox: -5.7%
no. 12 in KB-V1 MDR tox: -7.9%
no. 10 in KB-V1 MDR tox: -9.5%

Continued.
Each structure is followed by: KB-3-1 cytotox	HT1080NT lethal	TDP-43 yeast inh	HT1080 IDH1KD tx	SW480 rereplic	KB-V1 MDR tox	HEK293 tox	GLP-1R agonist	GLP1R inv ag
21) COc1ccc(CNc2ccc(S(=O)(=O)N3CCN(C)CC3)cn2)cc1OC
  -7.3%	13.5%	7.7%	14.2%	1.0%	9.7%	1.3%	0.9%	3.6%
22) CN(Cc1ccco1)C(=O)CSc1nn2c(=O)c(C(C)(C)C)nnc2s1
  -9.8%	4.4%	20.2%	3.1%	0.0%	15.9%	-21.8%	-4.8%	-0.6%
23) Cc1cccc2nc(CSc3ccc(Cl)cc3)cn12
  -6.0%	-8.4%	3.5%[9.22 µM]	-2.8%	5.2%	?	?	9.4%	?
24) COc1ccc(CN(C)CCCn2ccc(N)nc2=O)cc1OC
  ?	4.3%	0.0%	5.7%	.	-2.5%	6.1%	-3.2%	10.8%
25) CCc1ccccc1NC(=O)CSc1nnc(CC)c(CC)n1
  1.7%	.	?	.	.	-12.0%	7.5%	.	10.1%
26) O=C(NNC(=O)c1ccccc1F)c1ccc(NS(=O)(=O)c2ccc(F)cc2)cc1
  9.5%	0.3%	-15.7%	-5.8%	-1.8%	-8.3%	18.8%	-11.8%	6.5%
27) CCN(C(=O)c1coc(=O)c2ccccc12)c1cc(OC)ccc1OC
  5.5%	3.7%	-5.4%	10.0%	-13.2%	-10.6%	-3.8%	-3.1%	-13.5%
28) CN1CCNC(=O)C1CC(=O)NCC1(c2ccccc2)CCCCC1 (centres undefined)
  -3.4%	0.8%	14.9%	1.9%	4.9%	?	0.1%	-5.2%	-4.5%
29) COc1ccc(C(=O)NCC(C)NC(=O)c2ccc(OC)c(Br)c2)cc1Br (centres undefined)
  0.0%	0.0%	-4.6%	-2.8%	-1.5%	-25.5%	-18.2%	15.4%	27.6%
30) CCCN(C(=O)c1ccc(N(C)S(=O)(=O)c2ccc(C)cc2)cc1)C1CCS(=O)(=O)C1 (centres undefined)
  -13.4%	7.0%	7.2%	12.6%	-3.6%	-2.8%	5.8%	-7.1%	-8.9%
31) Cc1ccc(Nc2n[nH]c(=S)s2)c(C)c1
  16.0%	2.5%	0.0%	0.7%	.	12.5%	1.8%	7.4%	10.1%
32) CCn1nnc2cc(C(=O)NCC(c3ccccc3OC)N(C)C)ccc21 (centres undefined)
  4.7%	-1.2%	16.5%	-5.6%	-4.8%	-16.9%	4.7%	7.0%	1.6%
33) CN(C(=O)c1cc(COc2ccc(F)c(F)c2)on1)C1CCOC1 (centres undefined)
  -12.0%	-1.4%	14.2%	-4.0%	2.3%	0.0%	-5.3%	-6.0%	1.9%
34) Cn1cc(-c2cc3n(n2)CCC(=O)N3CCCC(=O)Nc2ccc(Cl)cc2)c2ccccc21
  -1.5%	.	-0.9%	.	.	-13.6%	-3.3%	.	13.9%
35) N#C/C(=C\c1ccc(-c2ccccc2C(=O)O)o1)c1nc2ccccc2[nH]1
  7.8%&-9.3%	22.2%	22.4µM*!	12.1%	?	?	114.0%&17.0%[activator]	10.3%	7.9%&-1.6%
36) CSCCC(NC(=O)C1CCCCC1)C(=O)Nc1ccc(F)c(Cl)c1 (centres undefined)
  -2.4%	.	0.0%	.	.	-2.4%	-4.0%	.	-22.7%
37) CC(C)(C)c1nnc(NC(=O)C2CCN(C(=O)c3ccco3)CC2)s1
  0.9%	5.5%	-10.7%	0.5%	2.4%	-13.4%	4.1%	5.7%	3.5%
38) CCN=c1scc(C)n1/N=C/c1cc(Br)c(O)c(OC)c1
  -8.8%	-17.2%	?	?	7.0%	-11.6%	1.8%	18.5%	1.6%
39) C/C(=N\NC(=O)CNc1cccc(C)c1)c1ccc(Br)s1
  5.2%	-1.0%	21.7%	8.2%	-5.0%	?	-9.5%	14.2%	?
40) O=C(CNC(=O)c1ccncc1)N/N=C/c1ccc(O)cc1O
  10.5%	-16.7%	2.5%	-6.9%	22.0%	1.9%	3.2%	-0.4%	1.4%

Looked up one by one from the list above:
Each structure is followed by: KB-3-1 cytotox	HT1080NT lethal	TDP-43 yeast inh	HT1080 IDH1KD tx	SW480 rereplic	KB-V1 MDR tox	HEK293 tox	GLP-1R agonist	GLP1R inv ag
29) COc1ccc(C(=O)NCC(C)NC(=O)c2ccc(OC)c(Br)c2)cc1Br (centres undefined)
  0.0%	0.0%	-4.6%	-2.8%	-1.5%	-25.5%	-18.2%	15.4%	27.6%
30) CCCN(C(=O)c1ccc(N(C)S(=O)(=O)c2ccc(C)cc2)cc1)C1CCS(=O)(=O)C1 (centres undefined)
  -13.4%	7.0%	7.2%	12.6%	-3.6%	-2.8%	5.8%	-7.1%	-8.9%
24) COc1ccc(CN(C)CCCn2ccc(N)nc2=O)cc1OC
  ?	4.3%	0.0%	5.7%	.	-2.5%	6.1%	-3.2%	10.8%

Other compounds follow.
Each structure is followed by: KB-3-1 cytotox	HT1080NT lethal	TDP-43 yeast inh	HT1080 IDH1KD tx	SW480 rereplic	KB-V1 MDR tox	HEK293 tox	GLP-1R agonist	GLP1R inv ag
41) CCN(CC)CC(O)Cn1c(-c2cccc(Cl)c2)nc2cc(C)c(C)cc21 (centres undefined)
  2.1%	3.6%	15.8%	-0.9%	?	-2.9%	3.4%	3.6%	1.0%
42) O=[N+]([O-])c1cc(Br)ccc1NS(=O)(=O)c1ccccc1
  -18.6%	?	?	-19.5%	2.3%	-3.2%	?	-0.2%	?
43) COc1ccc(NC(=O)C2CCCN(c3c4c(nc5ncnn35)CCC4)C2)cc1OC (centres undefined)
  3.2%	10.4%	-24.2%	-0.3%	-2.8%	4.9%	-33.5%	2.4%	4.8%
44) CCOC(=O)N1CCC(Nc2c(-c3ccccc3)c(=O)c2=O)CC1
  3.4%	-0.1%	9.2%	13.3%	-15.8%	?	-10.4%	-13.1%	-6.5%
